Lipid droplet = modulators of hepatic lipid droplet formation; actives 0.4% (n = 240,000); inhibition, % at 6.5 µM; AML12 mouse hepatocytes, oleate lipid droplets, BODIPY imaging;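 active = lipid droplet intensity inhibited by at least 50%, with more than 500 cells counted; inconclusive = wells with under 300 cells, treated as cytotoxic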
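material = mouse AML12 hepatocyte cell line, fixed after treatment | also added = 100 µM oleic acid challenge | doses = compound at 6.5 µM only | schedule = overnight exposure | technique = Image-based BODIPY and DAPI two-channel analysis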
WT yeast gro inh = growth inhibition of WT yeast, mitochondrial fusion screen; actives 2.1% (n = 190,000); AID 1362; inhibition, % at 10 µM; mitochondrial fusion phenotypic screen, WT strain; in the data active = inhibition above about 58%; tested in S. cerevisiae
MT stabilizer = microtubule stabilization, imaging screen | HeLa tubulin immunostaining HCS, 24 h; share of cells brighter than vehicle mean+2SD | % tubulin-high responders, % at 10 µM | actives 0.83% (n = 200,000) | AID 2205;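 active = plate Z-score above 3 for both tubulin-high and condensed-nucleus cell shares, with cell loss under 80%, at 10 µM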;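 also: anti alpha tubulin signal scored within the nucleus-defined area of each cell; some results filed as inactive read as strong as hits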
Myeloid diff MLP = compounds promoting myeloid differentiation | ER-HoxA9 myeloid progenitors, lysozyme-GFP differentiation, flow cytometry | calls only at 10 µM | actives 1% (n = 360,000) | AID 624256;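 active = normalized GFP-positive differentiation at or above the plate's own cutoff, the solvent-only control mean plus 3 SD; inconclusive = no clear call, values can overlap the other calls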;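 also: cells exposed to compound for four days before flow analysis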
West Nile antiviral = inhibition of WNV-induced cytopathic effect – cell-based, CPE readout (AID 1621); West Nile virus-infected cells, CPE inhibition; higher % means a stronger effect; CPE inhibition, % at 10 µM; hits with a dose series show IC50 in µM; actives 0.02% (n = 290,000); in the data active = a potency from the dose series; inconclusive = CPE inhibition mostly from about 3.7% at the one dose, without a potency; inactive = the rest, 99 in 100 with CPE inhibition below about 2.2%; also: strong numbers were not always called active
Insulin prom up = MIN6 insulin promoter up-regulation; MIN6 insulin promoter-GFP reporter, high-content imaging; stronger effect = higher value; z-score at 5 µM; actives 0.3% (n = 190,000); AID 1625;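 active = z-score above 3 at 5 µM with at least 500 cells counted in the well; inconclusive = wells under 500 cells, flagged as cytotoxic or low count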
Autophagy HCS = autophagy modulation, high-content screen; MEF GFP-LC3 puncta imaging; test concentration mostly 10 µM; calls only at 10 µM (by protocol); actives 0.98% (n = 190,000); AID 463193;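 active = percentage of spot-positive cells more than 3 SD above its plate mean, without a fluorescence outlier flag or 80% toxicity; inconclusive = no clear call, values can overlap the other calls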;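 also: spot-positive cell cutoff set from DMSO-treated cells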
T cell HTS = T cell immune modulators affecting CD8 T cell-vesicle binding | 2C CD8+ T cell-vesicle binding, flow cytometry; stronger effect = lower value | calls only at 7 µM | actives 0.068% (n = 330,000);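 active = response, share of CD8 T cells binding vesicles, and their 90th percentile fluorescence all below set limits, cut at about 80% in these data, passing the limit was not always enough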
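Incubation: binding step 1.5 h, 37 °C, antibody labelling 20 min, ice; system: murine 2C transgenic CD8+ T lymphocytes; technique: cytometric PE anti-B7-1 and Alexa647 anti-CD8 signals after 1% paraformaldehyde fixation; also added: QL9-charged Drosophila Ld/ICAM-1/B7-1 vesicles; control set: naked versus QL9-loaded vesicles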
b-catenin transl = alters nuclear translocation of beta-catenin in HeLa cells. immunofluorescence imaging. nuclear translocation activity, % at 5 µM. actives 0.3% (n = 190,000). AID 1665;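 active = nuclear translocation activity above 50% at 5 µM, with a well cell count of 50 or more; inconclusive = wells under 50 cells across six images, flagged as toxic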;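 also: per-cell ratio of nuclear to cytoplasmic median beta-catenin stain intensity; plate controls were DMSO negative control for no effect and GSK-3 inhibitor IX positive control for full effect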
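test system = HeLa cells, endogenous beta-catenin | dosing = single 5 µM dose plus 0.02–20 µM confirmation series | times = compound treatment 24 h, 37°C, 5% CO2 | technique = beta-catenin immunofluorescence imaging with DAPI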
WT yeast gro inh mutant strain = recorded beside WT yeast gro inh, whose call it bears; inhibition, %; mitochondrial fusion phenotypic screen, mutant strain inhibition
Insulin prom up cell count = also measured in Insulin prom up; calls as there; cell count; measured here: cytotoxicity, nuclei count;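 total cells summed across four imaged fields per well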
Lipid droplet cells 6.5 µM = second read-out of Lipid droplet, no call of its own (marks repeat the call); cell count; measured here: cell count, cytotoxicity flag;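 cells counted across two imaged fields per well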
b-catenin transl cell count 5 µM = further read-out of b-catenin transl, marked with its call; cell count; measured here: cell count, cytotoxicity flag
T cell HTS vesicle-bound % = also measured in T cell HTS; calls as there; double positive events, %; measured here: CD8+ vesicle-bound cell fraction;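 binding gate set so that unloaded-vesicle control wells show 10% double positive cells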
MT stabilizer Hoechst-high % = second read-out of MT stabilizer, no call of its own (marks repeat the call); % Hoechst-high responders; measured here: nuclear condensation Hoechst responders;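 share of cells brighter than vehicle mean plus two SD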
MT stabilizer cytotoxicity % = further read-out of MT stabilizer, marked with its call; toxicity, %; measured here: cytotoxicity by cell density;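 0% = mean cell density of plate MIN control wells and 100% = no cells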
Autophagy HCS cell loss 18 h = second read-out of Autophagy HCS, no call of its own (marks repeat the call); toxicity, %; measured here: cell loss, nuclei count;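 cell loss after 18 h compound exposure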
Myeloid diff MLP GFP+ MAC1+ % = recorded beside Myeloid diff MLP, whose call it bears; GFP+ MAC1+ double positive, %; measured here: differentiation confirmed by MAC1 staining
An asterisk follows results filed as active; i = inactive; ? = inconclusive; · = no result given; + = active, no number.

The line under a structure holds: MT stabilizer cytotoxicity %	Insulin prom up	Autophagy HCS	Lipid droplet	Myeloid diff MLP	MT stabilizer Hoechst-high %	WT yeast gro inh mutant strain	T cell HTS	b-catenin transl	West Nile antiviral	b-catenin transl cell count 5 µM	Autophagy HCS cell loss 18 h	MT stabilizer	Lipid droplet cells 6.5 µM	Insulin prom up cell count	WT yeast gro inh	Myeloid diff MLP GFP+ MAC1+ %	T cell HTS vesicle-bound %
CC(=O)c1sc(N2CCOCC2)nc1-c1ccccc1
  3.4	0.36	i	1.7	i	1.9	-17.2	i	-1.2	0.5%	1115	11.3	1.6	706	1487	-1.2	0.5	43.4
CCOC(=O)N1CCN(CC(=O)Nc2cc3c(cc2C(C)=O)OCO3)CC1
  5.0	0.86	i	2.3	i	2.4	10.1	i	2.5	0.2%	1148	13.9	4.6	652	1750	13.4	1.7	20.0
Cc1cc(N2CCN(C)CC2)nc2ccc(NC(=S)N3CCN(c4ccc(Cl)cc4)CC3)cc12
  4.1	-0.94	i	-13.1	i	1.6	96.9*	i	2.1	-1.4%	1021	-0.7	2.4	675	933	97.4*	0.3	29.5
O=C(O)C1CCCCC1C(=O)Nc1ccccc1F (stereo not drawn)
  6.9	-0.01	i	22.0	i	1.5	9.1	i	·	0.1%	·	-1.7	3.3	747	1248	3.8	5.8	58.9
COc1ccccc1NCC(=O)n1nc(C)cc1C
  7.4	0.33	i	-4.1	i	1.5	-7.2	i	-2.0	-0.1%	980	24.5	1.9	764	1632	4.2	0.3	24.2
Cn1cnnc1Sc1nc2c(c(=O)n(C)c(=O)n2C)n1Cc1ccccc1Cl
  4.5	0.45	i	-5.9	i	2.4	-2.8	i	-1.9	0.1%	508	1.0	4.1	684	1257	-0.1	0.4	21.2
COc1ccc(/C=N/N=C/c2ccc(OC)cc2)cc1
  ·	·	·	6.0	i	·	·	i	·	0.7%	·	·	·	825	·	·	0.5	27.5
COC(=O)c1ccc(C23CC4(C2)[C@H](CN(C)[C@@H]4c2ccccc2)C3c2ccc(Cl)nc2)cc1 (stereo partly drawn)
  ·	-1.04	·	2.9	i	·	·	i	-0.4	-0.4%	1304	·	·	682	826	·	0.2	6.3
CCC(=O)N(CCc1ccccc1)Cc1cc2cc3c(cc2[nH]c1=O)OCO3
  13.7	1.2	i	·	i	2.2	-12.2	i	-3.8	-0.3%	1368	-0.3	2.5	·	1429	16.2	1.0	32.0
O=C(O)C1CCN(S(=O)(=O)Cc2ccccc2)CC1
  ·	·	·	19.6	i	·	·	i	·	-0.5%	·	·	·	896	·	·	0.6	45.9
Cc1cccc(C)c1NC(=O)C(NC=O)c1ccccc1Cl (stereo not drawn)
  8.4	?	i	·	i	1.4	11.6	i	3.4	0.2%	1351	-4.7	3.2	·	·	1.7	1.2	8.4
COc1ccc(S(=O)(=O)N2CCC(C)CC2)cc1OC
  ·	·	·	-7.8	i	·	·	i	·	-0.6%	·	·	·	779	·	·	0.3	45.9
CCOC(=O)C1CCN(c2nc3ccccc3nc2C(C#N)C(=O)OC(C)C)CC1 (stereo not drawn)
  9.2	-0.31	+	·	i	2.4	1.3	i	-1.1	-0.5%	1427	-0.7*	4.1	·	1085	0.2	1.5	22.2
CC1=NCCN1S(=O)(=O)c1cc(Cl)ccc1Cl
  2.1	1.23	i	·	i	2.6	10.5	i	0.1	0.4%	1366	-20.2	2.9	·	1574	12.5	0.2	54.2
O=C(CN(C1CCCCC1)S(=O)(=O)c1ccc(Cl)cc1)NCc1cccnc1
  8.6	0.05	i	·	i	3.1	3.0	i	-3.1	-0.7%	981	25.4	3.8	·	1198	-7.2	0.7	41.5
COc1ccc(C2C(C(=O)NCc3cccnc3)c3cc(OC)c(OC)cc3C(=O)N2C)cc1 (stereo not drawn)
  22.3	-0.43	i	-22.5	i	1.5	-2.0	i	·	?	·	-18.2	0.8	769	950	-15.6	2.6	30.1
O=C(c1cc(F)ccc1F)C1CCCN(C(=O)c2ccc3nccnc3c2)C1 (stereo not drawn)
  ·	·	·	5.8	i	·	·	i	·	-0.1%	·	·	·	724	·	·	0.0	11.2
COC(=O)c1[nH]c2c(c1C)C(=O)CC(c1ccc(C)cc1)C2 (stereo not drawn)
  1.4	-1.48	i	5.0	i	1.0	17.9	i	2.4	0.1%	1174	0.4	2.7	766	1224	-10.5	0.4	29.3
O=C(COC(=O)/C=C/c1ccco1)NCc1ccc2c(c1)OCO2
  10.6	-0.14	i	6.3	i	1.7	23.5	i	-1.0	-0.2%	1076	18.5	2.8	701	1212	8.3	0.1	25.0
Cc1ccc(Oc2nc3ccccn3c(=O)c2/C=C(\C#N)C(=O)Nc2c(C)n(C)n(-c3ccccc3)c2=O)cc1
  7.0	1.41	i	-21.5	i	1.9	9.3	i	-1.9	-1.2%	1075	13.2	2.8	569	1535	15.2	0.8	31.2
COc1ccc(CNC(=S)Nc2ccc(OC)cc2)cc1
  0.5	-0.01	i	19.7	i	1.6	17.3	i	-0.9	-0.6%	957	3.4	2.3	645	1332	-6.9	0.2	9.7
CCN(C(=O)CN1C(=O)S/C(=C\C=C\c2ccccc2)C1=O)C1CCS(=O)(=O)C1 (stereo not drawn)
  ·	·	·	-18.2	?	·	·	i	·	0.3%	·	·	·	630	·	·	·	12.4
COc1ccc(NC(=O)c2cc3ccc(O)cc3o/c2=N\O)cc1
  ·	·	·	16.3	i	·	·	i	·	-0.4%	·	·	·	809	·	·	0.2	45.5
CCN(CC)S(=O)(=O)c1ccc(OC)c(NC(=O)CSc2cc(Cl)ccc2Cl)c1
  3.6	-0.35	i	-11.6	i	3.3	-3.0	i	-0.6	-1.4%	519	-10.7	1.8	631	1429	10.7	0.2	49.2
C#CCn1c(=NC(=O)CSCC(=O)N2CCOCC2)sc2ccccc21
  1.3	-0.47	i	-17.1	i	3.7	-14.6	i	-2.5	-0.4%	565	-7.2	4.9	724	1211	-0.9	0.1	53.5
COc1cc(C(=O)NC2CCCCC2)ccc1OCc1ccc(Cl)cc1Cl
  5.8	-0.36	i	-6.4	i	2.3	6.9	i	·	0.3%	·	0.2	1.2	641	950	10.4	0.9	51.3
FC(F)(F)c1cnc(/C=C/Nc2ccccc2Cl)c(Cl)c1
  7.0	·	i	·	i	2.0	-13.6	i	·	0.5%	·	-27.5	3.3	·	·	23.6	1.1	33.2
CCOC(=O)C1(Cc2cccc(OC)c2)CCN(Cc2cc(OC)ccc2OC)CC1
  4.2	1.64	i	-19.7	i	1.5	4.3	i	-0.4	-1.6%	1024	13.5	2.9	730	1506	17.8	0.5	57.0
C=C(C)Cn1c(NCCC)nc2c1c(=O)n(C)c(=O)n2C
  ·	·	·	2.4	i	·	1.6	i	·	-1.4%	·	·	·	747	·	-1.5	2.8	24.1
CCCCCCN(C(=O)CCCCCN1C(=O)NC(c2ccc(-c3ccccc3)cc2)C(C(=O)OCc2ccccc2)=C1C)C(C(=O)NCCCC)c1ccc(OCC(=O)OC)c(C(=O)OC)c1 (stereo not drawn)
  ·	?	·	44.6	·	·	·	i	-0.1	·	1378	·	·	614	·	·	·	50.9
O=C(O)CCCCCNc1ncnc2ccc(Br)cc12
  9.8	-0.12	i	-0.5	i	3.0	-9.2	i	6.1	1.1%	805	0.4	3.1	739	1656	-6.7	0.2	58.0
O=C(OCc1ccc([N+](=O)[O-])cc1)C1CC(=O)N(c2ccccc2)C1 (stereo not drawn)
  8.5	0.1	i	-2.1	i	2.1	-1.0	i	1.4	0.0%	1123	13.9	4.5	772	726	4.9	1.4	18.3
COc1ccc(/C=C/C(=O)Nc2ccc3c(c2)CCC3)cc1OC
  9.2	·	i	8.9	i	2.8	-9.6	i	3.0	-0.7%	927	13.0	2.4	602	·	-3.5	0.8	26.7
Cc1ccc(-c2c(C(=O)N/N=C/c3ccncc3)nnn2-c2nonc2N)cc1
  ·	·	·	-4.7	i	·	·	i	·	1.7%	·	·	·	674	·	·	0.7	39.8
CSCCC(NC(=O)c1cccc(S(=O)(=O)N2CCOCC2)c1)C(=O)Nc1ccc(F)cc1 (stereo not drawn)
  4.6	0.4	i	-6.2	i	2.3	-2.2	i	-1.5	-1.3%	1072	-5.4	3.1	572	1595	-7.8	0.8	2.1
CCCC(=O)Nc1c(-c2cccs2)c(=O)c2ccccc2n1C
  1.2	·	i	3.9	i	2.2	-33.1	i	2.1	-0.4%	1037	-2.1	5.1	770	·	-1.6	0.8	25.4
COc1cc(C(=O)c2c(C)c(CCC#N)n3ccccc23)cc(OC)c1OC
  62.2*	0.32	i	5.0	i	14.4*	-3.9	i	61.0*	0.0%	75*	9.2	19.5*	652	1287	-10.0	0.2	37.9
c1cnc(SCCOc2ccc3c(c2)CCC3)nc1
  3.1	-0.16	i	11.4	i	1.1	-3.2	i	-4.4	0.8%	1228	4.5	2.1	768	850	-6.8	1.8	50.4

Quoted at random: 2 records from the list
The line under a structure holds: MT stabilizer cytotoxicity %	Insulin prom up	Autophagy HCS	Lipid droplet	Myeloid diff MLP	MT stabilizer Hoechst-high %	WT yeast gro inh mutant strain	T cell HTS	b-catenin transl	West Nile antiviral	b-catenin transl cell count 5 µM	Autophagy HCS cell loss 18 h	MT stabilizer	Lipid droplet cells 6.5 µM	Insulin prom up cell count	WT yeast gro inh	Myeloid diff MLP GFP+ MAC1+ %	T cell HTS vesicle-bound %
c1cnc(SCCOc2ccc3c(c2)CCC3)nc1
  3.1	-0.16	i	11.4	i	1.1	-3.2	i	-4.4	0.8%	1228	4.5	2.1	768	850	-6.8	1.8	50.4
CSCCC(NC(=O)c1cccc(S(=O)(=O)N2CCOCC2)c1)C(=O)Nc1ccc(F)cc1 (stereo not drawn)
  4.6	0.4	i	-6.2	i	2.3	-2.2	i	-1.5	-1.3%	1072	-5.4	3.1	572	1595	-7.8	0.8	2.1

Bioassay records from PubChem.
